Bioassay records from PubChem BioAssay.
Hep lipid drop = inhibitors of hepatocyte lipid droplet formation, primary screen, imaging, high-throughput imaging, BODIPY stain. inhibition, % at 6.5 µM. AID 1656, 2009. AML12 mouse hepatocytes, oleate lipid droplets. 0.4% of 240,000 active;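 active means lipid droplet intensity inhibited by at least 50%, with more than 500 cells counted; inconclusive means wells with under 300 cells, treated as cytotoxic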
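Assay system: AML12 hepatocytes (mouse) / Also added: 100 µM oleic acid challenge / Times: overnight treatment with compound plus oleate / Detection: high-content imaging of BODIPY-stained droplets and DAPI nuclei / Evaluation: % inhibition of lipid droplet signal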
XIAP displacement = XIAP antagonists, biochemical, IAP family, fluorescence polarization (AID 1018) | E3 ubiquitin-protein ligase XIAP (Homo sapiens) | XIAP BIR domain, fluorescence polarization peptide displacement; higher % means a stronger effect | displacement, % at 20 µM; hits with a dose series show IC50 in µM | 0.007% of 200,000 active; in the data active means displacement above about 50%; further: a part of the inactive calls stands beside numbers as strong as those of hits
AID2073 = inhibitors of Mint1-CaV2.2 protein interaction, biochemical, HTRF (AID 2073); Voltage-dependent N-type calcium channel subunit alpha-1B (Homo sapiens); HTRF protein-protein interaction, Mint1-CaV2.2; higher % means a stronger effect; inhibition, % at 20 µM, or IC50 in µM where a hit was titrated; 0.19% of 290,000 active; in the data active means inhibition mostly above about 51%, no sharp cut-off; inconclusive means no clear call, values can overlap the other calls; inactive means mostly below about 53%; further: some results filed as inactive read as strong as hits
LYP phosphatase = inhibitors of LYP phosphatase, biochemical, fluorescence intensity, uHTS (AID 1779). Tyrosine-protein phosphatase non-receptor type 22 (Homo sapiens). recombinant LYP phosphatase, fluorescence intensity; higher % means a stronger effect. one-dose inhibition, % at 11.5 µM; IC50 in µM for titrated hits. 0.054% of 290,000 active;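 further: plate controls were vehicle with enzyme for no effect and no enzyme for full effect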
Myeloid diff 2 = induction of myeloid progenitor differentiation, primary screen, cell-based, flow cytometry, MLPCN library. AID 624256, 2012. 1% of 360,000 active. calls only at 10 µM. ER-HoxA9 myeloid progenitors, lysozyme-GFP differentiation;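 active means normalized GFP-positive differentiation at or above the plate's own cutoff, the solvent-only control mean plus 3 SD; inconclusive means no clear call, values can overlap the other calls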;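 further: cells exposed to compound for four days before flow analysis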
HEK293 NOD2/NF-kB = NOD2 signaling inhibitors, cell-based, luminescence, uHTS, HEK293 (AID 1566) | HEK293 NOD2/NF-kB luciferase reporter, luminescence; higher % means a stronger effect | inhibition, % at 4 µM, or EC50 in µM where a hit was titrated | 0.63% of 290,000 active; further: many of its hits are not listed in these tables
SIAH1 antagonists = Siah-1 peptide-binding antagonists, primary screen, biochemical, fluorescence polarization, rhodamine-plectin, uHTS (AID 1817). E3 ubiquitin-protein ligase SIAH1 (Homo sapiens). Siah-1 / rhodamine-plectin peptide fluorescence polarization; higher % means a stronger effect. displacement, % at 20 µM, or IC50 in µM where a hit was titrated. 0.02% of 290,000 active;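 active means displacement of at least 50% at 20 µM, with a fluorescence ratio check between 0.3 and a set limit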;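 further: plate controls were Siah plus tracer with DMSO for no effect and tracer alone without Siah for full effect; strong numbers were not always called active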
HIV peptide binding = inhibitors of HIV fusion peptide binding, primary screen, biochemical, uHTS, fluorescence dequenching (AID 1986); cell-free peptide binding, fluorescence dequenching, 30 min; higher % means a stronger effect; inhibition, % at 20 µM; hits with a dose series show IC50 in µM; 0.3% of 290,000 active; in the data active means inhibition mostly above about 52%, no sharp cut-off; inactive means mostly below about 76%; further: some results filed as inactive read as strong as hits
NS5 inhibitors = Dengue-2 NS5 methyltransferase inhibitors, primary screen, biochemical, confirmation dose response (AID 588689); Genome polyprotein (Dengue virus type 2 (strain 16681-PDK53)); Dengue-2 NS5 methyltransferase capping enzyme assay, biochemical; higher % means a stronger effect; one-dose inhibition, % at 25 µM; IC50 in µM for titrated hits; 0.3% of 340,000 active; in the data active means a potency from the dose series; inconclusive means inhibition above about 29% without an active follow-up result
Hep lipid drop cells 6.5 µM = further read-out of Hep lipid drop, marked with its call; cell count; measured here: cell count, cytotoxicity flag;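 cells counted across two imaged fields per well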
NS5 inhibitors pilot replicate = second read-out of NS5 inhibitors, no call of its own (marks repeat the call); inhibition, %; measured here: pilot screen replicate inhibition
Myeloid diff 2 GFP+ MAC1+ % = further read-out of Myeloid diff 2, marked with its call; GFP+ MAC1+ double positive, %; measured here: differentiation confirmed by MAC1 staining
* marks the source's active call; other numbers are inactive results; i = inactive; ? = inconclusive; . = not tested or not shown. Unless noted, no stated cut-off is given here; in the data, active means inhibition above about 50%; inactive means the rest. An excerpt; rates above refer to the full screens.

SMILES | Hep lipid drop | Hep lipid drop cells 6.5 µM | XIAP displacement | AID2073 | LYP phosphatase | Myeloid diff 2 | Myeloid diff 2 GFP+ MAC1+ % | HEK293 NOD2/NF-kB | SIAH1 antagonists | HIV peptide binding | NS5 inhibitors | others
O=C(NCc1cccs1)c1ccc(S(=O)(=O)N2CCOCC2)cc1 | -26.1 | 693 | -2.8% | -8.3% | -0.2% | i | 0.3 | 9.5% | 8.1% | -0.9% | -2.3%
COc1ccc(-c2nn(C)c(=O)c3ccccc23)cc1NC(=O)COc1ccccc1 | . | . | -4.2% | 6.0% | -5.6% | i | 1.3 | 31.2% | -0.8% | -1.5% | 0.8%
CCOC(=O)C(NCc1ccc(F)cc1)(NC(=O)c1ccccc1)C(F)(F)F (centres undefined) | 2.5 | 670 | 3.2% | 7.9% | -5.9% | i | 1.3 | 5.6% | -3.1% | -0.1% | -3.1%
COc1ccc(N(C(C)C(=O)N/N=C/c2ccc(OC(C)C)cc2)S(C)(=O)=O)cc1 (centres undefined) | . | . | 4.1% | -6.8% | -5.2% | i | 3.9 | 33.7% | -5.5% | -1.0% | 4.2%
CCCNC(=S)N1CC2(C)CN(C(=O)C(=O)OC)CC(C)(C1)C2=O | 14.5 | 777 | -8.4% | -21.0% | -9.1% | i | 0.2 | 4.9% | -7.1% | -2.7% | 3.9%
CCN(CC)c1cccc(OC2=NS(=O)(=O)c3ccccc32)c1 | . | . | -2.6% | -9.9% | -0.2% | i | 1.2 | -1.1% | 34.0% | -1.7% | -3.2%
CCOc1cc(C#N)c(NC(=O)CSc2nnnn2-c2ccc(OC)cc2)cc1OCC | . | . | -3.8% | 8.7% | -2.6% | i | 0.2 | 19.7% | 4.2% | 0.3% | 2.0% | NS5 inhibitors pilot replicate=-2.4
C=CCN1C(=O)C(CC(=O)Nc2ccccc2)SC1=Nc1ccc(S(N)(=O)=O)cc1 (centres undefined) | . | . | -3.0% | -3.0% | -6.3% | i | 5.3 | 2.8% | -0.2% | -1.7% | -2.4%
O=C(N1CCOCC1)N1CCN(CC(O)COc2ccc3ccccc3c2)CC1 (centres undefined) | -4.7 | 755 | -1.1% | -4.2% | 0.1% | i | 0.8 | 2.1% | 4.3% | 1.3% | 2.0%
CNC(=O)COc1coc(CN2CCN(c3ccccc3OC)CC2)cc1=O | -5.3 | 656 | . | 0.1% | -6.4% | i | 2.1 | 12.7% | 2.7% | 1.5% | -3.6%
COc1ccc(CC(=O)NCC(=O)N/N=C/c2ccc(C)o2)cc1 | 2.6 | 646 | 2.1% | 6.4% | -6.6% | i | 0.0 | 5.0% | 5.4% | 1.1% | -5.1%
COc1ccc(OC)c2sc(NC(=O)c3ccc(S(=O)(=O)N(C)C)cc3)nc12 | . | . | -3.4% | -0.4% | -6.5% | i | 2.9 | 9.9% | 1.4% | -2.7% | -2.1%
O=C(COc1ccccc1)Nc1c(Cl)ccc2nsnc12 | -35.6 | 748 | . | 5.9% | -11.7% | i | 0.4 | -13.4% | -0.7% | 0.5% | 2.5%
O=C(CSc1nnc(Cc2cccs2)n1-c1ccc(Cl)cc1)NCc1ccc2c(c1)OCO2 | . | . | -8.9% | -0.7% | -0.6% | i | 1.0 | -13.9% | 4.6% | -2.3% | -0.8%
COC(=O)c1cccc(S(=O)(=O)N2CCOCC2)c1 | 0.2 | 784 | -5.7% | 2.2% | -2.3% | i | 0.7 | -7.5% | 2.5% | -3.1% | -2.5%
Cc1cccc(S(=O)(=O)Nc2nc3ccccc3nc2OC(C)C)c1 | 5.9 | 814 | . | 12.6% | -4.5% | i | 1.0 | 4.0% | -2.3% | -0.1% | -1.3%
O=C(NCc1ccco1)C1CCN(c2nc3ccccc3n2Cc2ccc(F)cc2)CC1 | . | . | -5.9% | -2.9% | -1.0% | i | 0.8 | 14.9% | 0.8% | 1.0% | 0.0%
CCn1ccnc1CNC(=O)CC1C(=O)NCCN1Cc1ccccc1F (centres undefined) | 1.4 | 584 | 4.2% | -11.5% | -7.5% | i | 0.0 | 2.4% | 12.5% | 2.8% | -4.8%
CCOC(=O)C1=C(CSc2nc3ccccc3s2)NC(=O)NC1c1cc(C)ccc1C (centres undefined) | . | . | -2.9% | 10.3% | 6.2% | i | 8.3 | 23.3% | 2.9% | 1.4% | 6.3%
CCc1cc2c(=O)n(Cc3ccco3)c(SCC(=O)N3CCCc4ccccc43)nc2s1 | . | . | -1.5% | 23.2% | 7.5% | i | 1.4 | -13.3% | -2.5% | -0.5% | -8.6%
CCOC(=O)c1c(-c2ccc(C)cc2)cn2ccccc12 | . | . | -2.4% | -4.9% | -15.3% | i | 0.4 | 23.7% | 2.4% | 0.7% | -6.2%
Cc1coc2c(C)c3oc(=O)c(CCC(=O)N4CCC(C(=O)NCCCC(=O)O)(c5ccccc5)CC4)c(C)c3cc12 | -24.7 | 754 | . | 21.1% | 4.9% | i | 3.1 | 17.3% | 5.7% | 11.5% | 11.6%
COc1ccccc1S(=O)(=O)Nc1ccc2cn[nH]c2c1 | 0.6 | 663 | -1.7% | 10.2% | -1.0% | i | 1.6 | 9.4% | 6.9% | 0.5% | 2.0%
Cc1nnc(NC(=O)c2ccc(-c3ccc([N+](=O)[O-])cc3)o2)s1 | -2.0 | 783 | . | 26.4% | -5.3% | i | 0.3 | 5.8% | 9.8% | 3.0% | 0.6%
Cn1cccc1/C=N/NC(=O)c1ccc(OC(F)(F)C(F)F)cc1 | -9.7 | 735 | -9.2% | -1.5% | -2.8% | i | 0.7 | 7.7% | -3.5% | 3.2% | 1.3%
C[C@H](NC(=O)C1(c2ccccc2)CCN(C(=O)[C@H]2CSCN2C(=O)OC(C)(C)C)CC1)C(=O)O | . | . | 0.3% | -3.7% | -1.9% | i | 0.6 | 9.3% | 10.8% | 4.3% | -0.8%
COc1ccc(CCNc2nc(-c3sc(N)nc3C)cs2)cc1OC | -1.1 | 804 | -2.9% | 16.1% | -7.1% | i | 1.7 | 1.5% | -7.5% | 14.3% | -15.9%
Clc1cccc(Cl)c1COn1nnc2ccccc21 | -3.8 | 730 | -4.9% | -7.9% | -1.5% | i | 5.1 | -22.0% | 3.9% | -3.2% | -4.0%
C=CCC(NCc1ccco1)c1ccc(OC)cc1OC (centres undefined) | 9.1 | 813 | -3.3% | -3.8% | -5.2% | . | . | -13.5% | -2.9% | 0.1% | .
Cc1nn(-c2ccccc2)c(N)c1N=Nc1ccc2ccccc2c1 | . | . | -2.6% | 9.8% | 5.7% | i | 0.2 | 10.7% | -0.6% | -3.6% | -12.7%
CCN(CC)C(=O)COc1ccc(N(C)S(=O)(=O)c2ccc(NC(C)=O)cc2)cc1 | 1.1 | 709 | . | -2.3% | -6.9% | i | 1.2 | 2.0% | -5.1% | -1.0% | -4.7%
CCOc1ccc2c(c1)N(C(=O)CN1C(=O)CCC1=O)C(C)(C)C=C2C | . | . | -6.5% | 0.4% | -3.6% | i | 0.8 | 16.7% | 1.4% | -0.3% | -1.4%
CCCCC1=CC2=C(c3ccco3)C(=O)C(C)(OC(=O)c3ccc(OC)cc3)C(=O)C2=CN1CCCOC(C)C (centres undefined) | . | . | . | -4.8% | -7.2% | i | 0.5 | 9.6% | 1.0% | 23.6% | ?
Cc1csc(SC(C)C(=O)NCC(=O)Nc2ccc(F)c(F)c2F)n1 (centres undefined) | 8.8 | 714 | -3.6% | 2.3% | -6.7% | i | 1.2 | 6.2% | -6.9% | 0.2% | -9.0%
COC(=O)Oc1ccc(/C=N/NS(=O)(=O)c2ccccc2)cc1OC | -7.9 | 765 | . | -13.4% | -8.8% | i | 0.4 | 13.9% | 8.5% | 0.4% | 1.9%
Cc1cccc(N2CCN(c3cc(C)nc4nnnn34)CC2C)c1 (centres undefined) | 1.6 | 699 | -2.7% | 0.0% | -2.6% | i | 0.5 | 1.8% | -6.5% | -1.3% | 4.1%

Looked up one by one from above, 3 records:
SMILES | Hep lipid drop | Hep lipid drop cells 6.5 µM | XIAP displacement | AID2073 | LYP phosphatase | Myeloid diff 2 | Myeloid diff 2 GFP+ MAC1+ % | HEK293 NOD2/NF-kB | SIAH1 antagonists | HIV peptide binding | NS5 inhibitors | others
O=C(N1CCOCC1)N1CCN(CC(O)COc2ccc3ccccc3c2)CC1 (centres undefined) | -4.7 | 755 | -1.1% | -4.2% | 0.1% | i | 0.8 | 2.1% | 4.3% | 1.3% | 2.0%
Clc1cccc(Cl)c1COn1nnc2ccccc21 | -3.8 | 730 | -4.9% | -7.9% | -1.5% | i | 5.1 | -22.0% | 3.9% | -3.2% | -4.0%
CCOC(=O)c1c(-c2ccc(C)cc2)cn2ccccc12 | . | . | -2.4% | -4.9% | -15.3% | i | 0.4 | 23.7% | 2.4% | 0.7% | -6.2%

New compounds follow:
SMILES | Hep lipid drop | Hep lipid drop cells 6.5 µM | XIAP displacement | AID2073 | LYP phosphatase | Myeloid diff 2 | Myeloid diff 2 GFP+ MAC1+ % | HEK293 NOD2/NF-kB | SIAH1 antagonists | HIV peptide binding | NS5 inhibitors | others
Cc1ccc(S(=O)(=O)N2CCC(=O)N(C(COCc3ccc(Cl)cc3)C(C)C)CC2)cc1 (centres undefined) | -24.2 | 699 | -8.1% | 0.9% | 3.1% | i | 3.0 | 0.7% | 3.3% | -2.7% | -2.5%
O=C1CC(N2CCC(c3nc4ccccc4o3)CC2)C(=O)N1c1cc(Cl)cc(Cl)c1 (centres undefined) | 27.9 | 816 | -4.1% | 4.1% | -6.9% | i | 0.8 | -6.1% | -6.6% | -1.2% | -8.8% | NS5 inhibitors pilot replicate=-2.1
CCS(=O)(=O)c1ccc(C(=O)NC)c(Cl)c1Cl | -3.5 | 649 | 0.1% | -0.3% | -3.3% | i | 0.4 | 16.2% | -3.0% | -0.4% | 3.2%
Oc1ccccc1N=Cc1c(O)ccc2oc3c(c12)CCCC3 | . | . | . | -16.3% | -4.8% | i | 1.2 | 22.7% | 2.6% | 39.9% | 23.2%
COc1ccc(-n2ccnc2SCC(=O)NCc2ccc(F)cc2)c(OC)c1 | 4.9 | 701 | -3.8% | -2.7% | -6.2% | i | 0.7 | 4.5% | 0.7% | 1.4% | 0.8%
Cc1ncsc1CCSc1nc2ccccc2c(=O)n1C | 11.8 | 733 | -0.4% | 0.8% | -2.1% | i | 15.2 | -0.2% | 7.9% | 1.4% | -6.2%
Cc1cccc(-n2c(=O)c3c(C)c(C)sc3n(CC(N)=O)c2=O)c1 | -13.7 | 697 | -6.6% | -7.7% | -9.1% | i | 0.4 | 13.6% | -0.5% | -0.3% | -9.3%
